Assay outcomes as filed in PubChem BioAssay.
XBP1 UPR activ = activators of adaptive arm of unfolded protein response (XBP1); CHO-XBP1 luciferase reporter, IRE1-XBP1 UPR activation, luminescence; percent of tunicamycin response, DMSO as zero; activation, % at 20 µM; hit rate 0.33% among 330,000; AID 463104;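 active means versus positive control, 20 µM dose yields 30% or more activation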;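 further: 100% = tunicamycin at 10 µg/mL and 0% = DMSO only wells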
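Material: CHO-XBP1 cells stably carrying IRE1-XBP1-driven luciferase reporter | Medium: F12 with 10% serum | Compound dosing: 20 µM single concentration, DMSO 1% | Incubation: Overnight seeding at 37 °C, 6 h compound treatment at 37 °C | Detection: Steady-Glo luminescence read | Read-out basis: % activation of reporter signal versus tunicamycin and DMSO controls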
Jurkat NFkB inh = lowers PMA/ionomycin-induced NF-kB signal in Jurkat cells | PMA/ionomycin-induced NF-kB luciferase reporter, luminescence | inhibition, % at 4 µM | hit rate 0.53% among 330,000; in the data active means inhibition above about 50%
APJ agonist = agonists of human APJ apelin receptor. CHO-K1 APJ PathHunter beta-arrestin, luminescence; 0% DMSO wells, 100% apelin. activation, % at 20 µM. hit rate 0.11% among 330,000. AID 2520;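 active means activation more than six SD over the plate average, tested at 20 µM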;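 further: 0% = DMSO alone and 100% = apelin-13 at 10 nM; some results filed as inactive read as strong as hits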
Target sequence (P35414 whole entry, looked up): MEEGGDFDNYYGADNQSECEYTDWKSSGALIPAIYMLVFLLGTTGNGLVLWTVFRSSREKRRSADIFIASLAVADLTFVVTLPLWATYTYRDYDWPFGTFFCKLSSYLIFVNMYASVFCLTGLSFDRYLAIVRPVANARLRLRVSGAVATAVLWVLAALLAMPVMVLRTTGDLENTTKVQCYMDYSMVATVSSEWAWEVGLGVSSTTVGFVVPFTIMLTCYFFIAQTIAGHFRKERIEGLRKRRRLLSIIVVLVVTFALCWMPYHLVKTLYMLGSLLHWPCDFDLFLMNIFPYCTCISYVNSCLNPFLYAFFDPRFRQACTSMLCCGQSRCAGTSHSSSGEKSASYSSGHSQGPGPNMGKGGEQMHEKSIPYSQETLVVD
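assay system = CHO-K1 APJ beta-arrestin complementation cell line | input = cell density 1000 per well | dosing = compound 20 µM once, DMSO 1% | timing = compound 90 min 25 °C, reagent 1 h | measured by = luminescence from split beta-galactosidase complementation, Galacton Star/Emerald II substrate | read-out basis = APJ agonist activity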
697 NFkB inh = lowers PMA/ionomycin-induced NF-kB signal in 697 B cells; 697 B-cell NF-kB luciferase reporter, 16 h; AID 435022; hit rate 0.33% among 330,000; inhibition, % at 4 µM; in the data active means inhibition above about 35%
Mdm2-MdmX inh = disrupts the human Mdm2-MdmX interaction; AID 485346; SaOS-2 split-luciferase Mdm2/MdmX complementation, luminescence; inhibition, % at 8 µM; O15151+Q00987; hit rate 3% among 330,000;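 active means inhibition of at least 50% at 8 µM in the primary screen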
tim23-1 inh = inhibits growth of tim23-1 mutant yeast; inhibition, % at 20 µM; hit rate 1.3% among 330,000; S. cerevisiae tim23-1 growth, BacTiter-Glo luminescence, 24 h;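 active means growth inhibition of the mutant yeast at or above 50%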;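 further: temperature-sensitive mutant grown at 25 °C; plate controls were DMSO-treated mutant yeast for no effect and medium wells lacking yeast for full effect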
UPR CHOP act = apoptotic UPR (CHOP) activation. CHO-CHOP luciferase reporter, luminescence; percent of tunicamycin response over DMSO baseline. activation, % at 10 µM. hit rate 0.34% among 330,000;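 active means at 10 µM dose, activation of 40% or more, normalized to positive control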;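 further: 100% = tunicamycin at 10 µg/mL and 0% = DMSO alone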
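Assay system: CHO cells with stable CHOP pathway luciferase reporter; Buffer or medium: F12 plus 10% serum; Times: 16-18 h cell attachment, then 6 h compound exposure, 37 °C; Signal: luciferase luminescence; Read-out basis: percent activation relative to tunicamycin control; Control set: tunicamycin high control, DMSO low control.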
APJ antagonist = antagonists of human APJ apelin receptor. P35414. CHO-K1 APJ beta-arrestin complementation, luminescence. inhibition, % at 20 µM. hit rate 0.32% among 330,000;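 active means inhibition above about 40% at 20 µM, limit read from the data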;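 further: cells challenged with 10 nM apelin-13 agonist together with compound; plate controls were apelin-13 plus DMSO wells for no effect and DMSO wells lacking apelin-13 for full effect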
An asterisk follows results filed as active.

How did CCC(C)C(=O)Nc1cccc(SC)c1 (stereo not given) do in these assays?
XBP1 UPR activ: -1; Jurkat NFkB inh: -28; APJ agonist: 0; 697 NFkB inh: -26; Mdm2-MdmX inh: 9; tim23-1 inh: 29; UPR CHOP act: 3.3; APJ antagonist: 4

What do the screens show for `COc1cccc(C2(CSc3nnc(-c4cc(OC)c(OC)c(OC)c4)o3)OCCO2)c1`?
XBP1 UPR activ: -1; Jurkat NFkB inh: 15; APJ agonist: -2; 697 NFkB inh: 4; Mdm2-MdmX inh: 30; tim23-1 inh: 7; UPR CHOP act: -2.7; APJ antagonist: 27

How did COC(=O)c1cc(C)sc1NC(=O)c1ccco1 do in these assays?
XBP1 UPR activ: 0; Jurkat NFkB inh: 3; APJ agonist: -1; 697 NFkB inh: -16; Mdm2-MdmX inh: 21; tim23-1 inh: 20; UPR CHOP act: -0.9; APJ antagonist: 12

What do the screens show for `COc1ccc(N2CCN(C(=O)COC(=O)c3ccc(CSC)o3)CC2)cc1`?
XBP1 UPR activ: -4; Jurkat NFkB inh: 3; APJ agonist: 0; 697 NFkB inh: 16; Mdm2-MdmX inh: -10; tim23-1 inh: 4; UPR CHOP act: 0.0; APJ antagonist: -13

Results for O=C(N=C1SC2CS(=O)(=O)CC2N1c1ccc(Cl)c(Cl)c1)C1CCCO1 (stereo not given) ?
XBP1 UPR activ: -2; Jurkat NFkB inh: 7; APJ agonist: -1; 697 NFkB inh: 19; Mdm2-MdmX inh: 8; tim23-1 inh: -10; UPR CHOP act: 0.5; APJ antagonist: 6

What do the screens show for `COc1cccc(NCc2cc3c(C(C)(C)C)nn(-c4ccccc4)c3[nH]c2=O)c1`?
XBP1 UPR activ: 2; Jurkat NFkB inh: -5; APJ agonist: -1; 697 NFkB inh: -33; Mdm2-MdmX inh: -16; tim23-1 inh: 70*; UPR CHOP act: 2.3; APJ antagonist: 14

Results for COC(=O)c1cc2c(ccn2-c2ccc(F)cc2)n1CC(=O)OC(C)C ?
XBP1 UPR activ: 1; Jurkat NFkB inh: -3; APJ agonist: -1; 697 NFkB inh: -8; Mdm2-MdmX inh: 8; tim23-1 inh: 26; UPR CHOP act: -0.9; APJ antagonist: -11

What do the screens show for `O=C(Cn1ccc([N+](=O)[O-])n1)NCc1ccco1`?
XBP1 UPR activ: -1; Jurkat NFkB inh: 17; APJ agonist: 0; 697 NFkB inh: 3; Mdm2-MdmX inh: 26; tim23-1 inh: 36; UPR CHOP act: -1.5; APJ antagonist: 11

What do the screens show for `Cc1ccccc1Nc1c(-c2ccccn2)nc2ccccn12`?
XBP1 UPR activ: 12; Jurkat NFkB inh: -3; APJ agonist: -6; 697 NFkB inh: -6; Mdm2-MdmX inh: 65*; tim23-1 inh: 47; UPR CHOP act: 2.1; APJ antagonist: 36

How did CSc1ccccc1OCc1cc(C(=O)N2CCNC(=O)C2)no1 do in these assays?
XBP1 UPR activ: -4; Jurkat NFkB inh: 4; APJ agonist: 10; 697 NFkB inh: 3; Mdm2-MdmX inh: 8; tim23-1 inh: 1; UPR CHOP act: 3.2; APJ antagonist: -2

What do the screens show for `Cc1nc2cc(NC(=O)NCc3ccccc3)ccc2o1`?
XBP1 UPR activ: 2; Jurkat NFkB inh: -23; APJ agonist: -6; 697 NFkB inh: -30; Mdm2-MdmX inh: -7; tim23-1 inh: -7; UPR CHOP act: 2.7; APJ antagonist: 13

Results for CC(=N)c1c(O)c2ccccc2oc1=O ?
XBP1 UPR activ: 1; Jurkat NFkB inh: -3; APJ agonist: -3; 697 NFkB inh: 5; Mdm2-MdmX inh: -6; tim23-1 inh: 9; UPR CHOP act: 1.6; APJ antagonist: -3

Results for COc1cc(C)c(S(=O)(=O)NOCc2ccc([N+](=O)[O-])cc2)c(C)c1C ?
XBP1 UPR activ: -6; Jurkat NFkB inh: 6; APJ agonist: 0; 697 NFkB inh: -16; Mdm2-MdmX inh: 6; tim23-1 inh: 8; UPR CHOP act: -0.2; APJ antagonist: -15

How did CC(c1ccccc1)N1CNc2c(c(=O)n(C)c(=O)n2C)C1 (stereo not given) do in these assays?
XBP1 UPR activ: -7; Jurkat NFkB inh: 4; APJ agonist: -3; 697 NFkB inh: 16; Mdm2-MdmX inh: 33; tim23-1 inh: -3; UPR CHOP act: -1.4; APJ antagonist: 1

How did Nc1nonc1-n1nnc(C(=O)N/N=C/c2ccc(O)cc2)c1COc1ccc(F)cc1 do in these assays?
XBP1 UPR activ: -2; Jurkat NFkB inh: 0; APJ agonist: 1; 697 NFkB inh: 2; Mdm2-MdmX inh: 23; tim23-1 inh: -9; UPR CHOP act: -0.3; APJ antagonist: 11

Results for COCCn1c(=NC(=O)CCS(=O)(=O)c2ccccc2)sc2c(OC)ccc(OC)c21 ?
XBP1 UPR activ: -4; Jurkat NFkB inh: -2; APJ agonist: 5; 697 NFkB inh: 3; Mdm2-MdmX inh: 21; tim23-1 inh: 16; UPR CHOP act: 1.0; APJ antagonist: -9

How did Oc1ccccc1-c1nc(NCc2ccccc2)c2ccccc2n1 do in these assays?
XBP1 UPR activ: -2; Jurkat NFkB inh: 12; APJ agonist: -2; 697 NFkB inh: 9; Mdm2-MdmX inh: 56*; tim23-1 inh: -6; UPR CHOP act: 0.1; APJ antagonist: 9

How did COc1ccc(-c2nnc(SCC(=O)N(C)C3CCS(=O)(=O)C3)n2N)cc1OC (stereo not given) do in these assays?
XBP1 UPR activ: 3; Jurkat NFkB inh: 8; APJ agonist: -3; 697 NFkB inh: 14; Mdm2-MdmX inh: -19; tim23-1 inh: -7; UPR CHOP act: 1.2; APJ antagonist: -3

What do the screens show for `Cc1ccccc1Cn1cc(NC(=O)c2nc3ncccn3n2)cn1`?
XBP1 UPR activ: 3; Jurkat NFkB inh: -43; APJ agonist: -4; 697 NFkB inh: -14; Mdm2-MdmX inh: -25; tim23-1 inh: 15; UPR CHOP act: 1.0; APJ antagonist: 9

How did CC1(C)CC(NC(=O)C2CCN(S(=O)(=O)c3ccc(F)cc3)CC2)CC(C)(C)N1 do in these assays?
XBP1 UPR activ: -1; Jurkat NFkB inh: -3; APJ agonist: -2; 697 NFkB inh: -6; Mdm2-MdmX inh: 18; tim23-1 inh: -14; UPR CHOP act: 1.8; APJ antagonist: 35

What do the screens show for `COc1cc(CCC(=O)OCC(=O)N2CCc3ccccc32)cc(OC)c1OC`?
XBP1 UPR activ: -3; Jurkat NFkB inh: -10; APJ agonist: -4; 697 NFkB inh: -1; Mdm2-MdmX inh: 20; tim23-1 inh: 32; UPR CHOP act: 0.5; APJ antagonist: -6

What do the screens show for `Cc1ccc(N2C(=O)N3[C@@H]4c5ccccc5OC[C@@H]4[C@@H](c4ccccc4)[C@@]3(C)C2=O)cc1`?
XBP1 UPR activ: -1; Jurkat NFkB inh: 10; APJ agonist: -3; 697 NFkB inh: 2; Mdm2-MdmX inh: 25; tim23-1 inh: 40; UPR CHOP act: 1.4; APJ antagonist: 2

Results for Cc1ccc(C2C3CN(C(C)C)CC=C3C(C#N)=C(N)C2(C#N)C#N)cc1 (stereo not given) ?
XBP1 UPR activ: -2; Jurkat NFkB inh: 4; APJ agonist: -11; 697 NFkB inh: 17; Mdm2-MdmX inh: -16; tim23-1 inh: 17; UPR CHOP act: 0.7; APJ antagonist: 36

How did CN(Cc1ccc(F)cc1)C(=O)C(Cc1ccccc1)NC(=O)c1ccccc1 (stereo not given) do in these assays?
XBP1 UPR activ: -4; Jurkat NFkB inh: 5; APJ agonist: 3; 697 NFkB inh: 10; Mdm2-MdmX inh: 16; tim23-1 inh: 3; UPR CHOP act: -0.7; APJ antagonist: -6

How did Cc1nc(SCC(=O)NCc2ccco2)[nH]c(=O)c1C do in these assays?
XBP1 UPR activ: 0; Jurkat NFkB inh: 8; APJ agonist: 0; 697 NFkB inh: 2; Mdm2-MdmX inh: 0; tim23-1 inh: 11; UPR CHOP act: -1.3; APJ antagonist: 10

How did CCc1ccc(CN(C(=O)c2ccco2)C2CCS(=O)(=O)C2)cc1 (stereo not given) do in these assays?
XBP1 UPR activ: 0; Jurkat NFkB inh: 4; APJ agonist: 0; 697 NFkB inh: 0; Mdm2-MdmX inh: -21; tim23-1 inh: 2; UPR CHOP act: 0.6; APJ antagonist: -10

Results for CC(=O)NC(=S)Nc1sc2c(c1C(N)=O)CCC(C)C2 (stereo not given) ?
XBP1 UPR activ: 3; Jurkat NFkB inh: -51; APJ agonist: -7; 697 NFkB inh: -60; Mdm2-MdmX inh: -147; tim23-1 inh: 37; UPR CHOP act: 6.1; APJ antagonist: 28

What do the screens show for `O=C(COc1ccc(-c2nnco2)cc1)N1CCN(S(=O)(=O)c2ccccc2)CC1`?
XBP1 UPR activ: -2; Jurkat NFkB inh: 1; APJ agonist: 4; 697 NFkB inh: 14; Mdm2-MdmX inh: -8; tim23-1 inh: 15; UPR CHOP act: -1.2; APJ antagonist: -1

Results for CCC1(CC)NC(=O)N(CC(=O)OCC(=O)NC(=O)c2ccc(Cl)cc2)C1=O ?
XBP1 UPR activ: 0; Jurkat NFkB inh: 5; APJ agonist: -2; 697 NFkB inh: 5; Mdm2-MdmX inh: 5; tim23-1 inh: -3; UPR CHOP act: 1.6; APJ antagonist: 10

How did CCN(CC)CCn1cnc2c([nH]c3cccc(OC)c32)c1=O do in these assays?
XBP1 UPR activ: -1; Jurkat NFkB inh: 0; APJ agonist: -1; 697 NFkB inh: -8; Mdm2-MdmX inh: 10; tim23-1 inh: 1; UPR CHOP act: 0.1; APJ antagonist: 0

How did Cc1ccccc1Nc1nc(N)nc(COC(=O)[C@@H](NC(=O)c2ccccc2Cl)C(C)C)n1 do in these assays?
XBP1 UPR activ: 2; Jurkat NFkB inh: -8; APJ agonist: -6; 697 NFkB inh: -16; Mdm2-MdmX inh: 8; tim23-1 inh: 23; UPR CHOP act: -0.5; APJ antagonist: 18

How did O=C(NNC(=O)c1cc(-c2cccnc2)nc2ccccc12)Nc1ccc(Cl)cc1 do in these assays?
XBP1 UPR activ: -3; Jurkat NFkB inh: -21; APJ agonist: -1; 697 NFkB inh: 25; Mdm2-MdmX inh: -19; tim23-1 inh: -2; UPR CHOP act: 1.3; APJ antagonist: -11

How did Cc1ccc(-c2nc3ccc(Cl)cc3c(=O)n2O)cc1 do in these assays?
XBP1 UPR activ: -1; Jurkat NFkB inh: 9; APJ agonist: -4; 697 NFkB inh: 7; Mdm2-MdmX inh: 47; tim23-1 inh: 63*; UPR CHOP act: 1.6; APJ antagonist: 6

What do the screens show for `CCCCn1c(N)c(N(CC(C)C)C(=O)C2CCN(C(=O)c3ccc(Cl)cc3)CC2)c(=O)[nH]c1=O`?
XBP1 UPR activ: -4; Jurkat NFkB inh: 0; APJ agonist: -6; 697 NFkB inh: 14; Mdm2-MdmX inh: 11; tim23-1 inh: 3; UPR CHOP act: 4.8; APJ antagonist: -44

Two consecutive entries already listed, for reference:
How did O=C(NNC(=O)c1cc(-c2cccnc2)nc2ccccc12)Nc1ccc(Cl)cc1 do in these assays?
XBP1 UPR activ: -3; Jurkat NFkB inh: -21; APJ agonist: -1; 697 NFkB inh: 25; Mdm2-MdmX inh: -19; tim23-1 inh: -2; UPR CHOP act: 1.3; APJ antagonist: -11

How did Cc1ccc(-c2nc3ccc(Cl)cc3c(=O)n2O)cc1 do in these assays?
XBP1 UPR activ: -1; Jurkat NFkB inh: 9; APJ agonist: -4; 697 NFkB inh: 7; Mdm2-MdmX inh: 47; tim23-1 inh: 63*; UPR CHOP act: 1.6; APJ antagonist: 6
